RGS4 inh = blocks human RGS4-accelerated GTP hydrolysis. Transcreener GDP fluorescence polarization, RGS4-accelerated GTP hydrolysis. Potency, µM (doses to about 114 µM), for the others: at the highest dose activity change, negative = inhibition, most hits filed as inhibitors. 390,000 tested, 0.039% active; also: potency is read from the fitted curve at half-maximal effect; % is scaled to controls: 0 for no effect and ±100 for the full control effect; nearly all actives have a fitted effect of over 75% in size; some results filed as inactive show a strong effect at the top dose
Target sequence (P49798 whole entry, looked up): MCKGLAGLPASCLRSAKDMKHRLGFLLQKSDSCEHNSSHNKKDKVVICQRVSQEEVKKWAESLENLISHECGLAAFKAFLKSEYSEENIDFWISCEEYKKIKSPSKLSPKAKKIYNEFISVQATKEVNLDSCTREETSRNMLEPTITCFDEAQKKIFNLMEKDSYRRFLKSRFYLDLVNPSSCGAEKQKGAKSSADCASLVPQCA
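MLSMR compounds (23 nl, pin-transferred) preincubated 10 min at room temperature with a 500nM (2x) first reagent, then RGS4 at 900nM (2x) plus Transcreener GDP mix added; fluorescence polarization (620/688 nm) read before and after 90 min at 30 °C.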
APE1 inh = blocks human APE1 abasic DNA cleavage; Potency, µM (doses to about 65.8 µM), inactives show top-dose activity change, negative = inhibition, hits mostly inhibitors; P27695; AID 2517; recombinant APE1, TAMRA/BHQ-2 abasic DNA cleavage fluorescence; 350,000 tested, 0.35% active;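 also: potency is read from the fitted curve at half-maximal effect; plate controls were vehicle for no effect and reference inhibitor for full effect; nearly all actives have a fitted effect of over 55% in size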
Target sequence (P27695 whole entry, looked up): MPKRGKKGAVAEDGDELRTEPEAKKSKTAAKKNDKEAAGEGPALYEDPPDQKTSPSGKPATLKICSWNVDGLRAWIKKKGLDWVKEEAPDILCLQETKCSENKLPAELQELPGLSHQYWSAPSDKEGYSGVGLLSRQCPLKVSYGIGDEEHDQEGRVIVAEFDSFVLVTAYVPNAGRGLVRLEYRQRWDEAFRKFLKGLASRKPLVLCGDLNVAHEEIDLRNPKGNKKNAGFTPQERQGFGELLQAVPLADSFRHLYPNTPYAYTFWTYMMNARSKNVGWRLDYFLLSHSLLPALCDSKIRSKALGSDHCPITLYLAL
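Endonuclease cleavage of a quenched abasic-site DNA duplex (50 nM) by APE1 (0.75 nM) was tracked by TAMRA dequenching. Compounds were preincubated with enzyme 15 min at room temperature; data normalized to buffer-only and DMSO wells plus NSC13755 control.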
12-LOX inh = blocks human arachidonate 12S-lipoxygenase. P18054. purified 12hLO, xylenol orange hydroperoxide absorbance. Potency, µM (titrated, usually from 108 µM), for the others: at the top dose activity change, negative = inhibition, hits mostly inhibitors. 580,000 tested, 1.1% active. AID 1671190; also: potency is read from the fitted curve at half-maximal effect; % is scaled to controls: 0 for no effect and ±100 for the full control effect
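Purified human 12hLO at 150 nM in 25 mM Hepes, 0.01% Triton X-100, pH 7.0, preincubated 15 min at room temperature with compound. Reaction started with 40 uM arachidonic acid, 30 min at room temperature. Hydroperoxide measured by Fe-xylenol orange, 573/405 nm absorbance ratio.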
Pol eta inh = blocks human DNA polymerase eta activity | Q9Y253 | recombinant Pol eta, fluorescent DNA replication assay | Potency, µM (highest dose often 114 µM), for inactives: at the top dose activity change, negative = inhibition, actives largely listed as inhibitors | 390,000 tested, 1.2% active | AID 588591; also: potency is read from the fitted curve at half-maximal effect; % is scaled to controls: 0 for no effect and ±100 for the full control effect
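Pol eta at 10 nM preincubated with compounds 15 min at room temperature; reaction started with fluorescent substrate (50 nM final) and read kinetically at 0 and 10 min.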
Pol kappa inh = DNA polymerase kappa (human) inhibition; Q9UBT6; purified Pol kappa, fluorescent DNA synthesis assay, 10 min; Potency, µM (titrated, usually from 107 µM), inactives show at the top dose activity, negative = inhibition, most hits filed as inhibitors; 400,000 tested, 0.53% active; also: potency is read from the fitted curve at half-maximal effect; % is scaled to controls: 0 for no effect and ±100 for the full control effect
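Kinetic fluorescence screen: compound preincubated 15 min RT with 10 nM enzyme; 50 nM substrate (final) initiates; reads at 0/10 min.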
Pol beta inh = inhibitors of human DNA polymerase beta; Pol beta primer extension/strand displacement, fluorescence kinetic; P06746; Potency, µM (titrated, usually from 114 µM), for the others: top-dose activity change, negative = inhibition, usual class: inhibitors; 340,000 tested, 1.3% active; also: potency is read from the fitted curve at half-maximal effect; % is scaled to controls: 0 for no effect and ±100 for the full control effect
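Reaction started by 50 nM substrate onto compound-treated Pol beta (10 nM, 15 min preincubation, room temperature); plates read at 0 min and 10 min. Normalized concentration-effect data fitted by four-parameter Hill equation.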
ERG Ets-DNA blk = ERG Ets/DNA interaction inhibition. P11308. fluorescence polarization, His-ERG Ets domain / labelled DNA. Potency, µM (titrated, usually from 76.9 µM), inactives show at the top dose FP activity, negative = inhibition, hits mostly inhibitors. 370,000 tested, 0.028% active; active = well fitted inhibition curve with a large enough effect in the polarisation, with a control signal flat; inconclusive = small, poorly fitted or top-dose-only effect, or effect the other way, or a change in a side signal; inactive = no such curve, though single readings can be large or run the other way; the % refers to the polarisation;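 also: polarization taken with two DNA probes labelled with fluorescein and Texas red; potency is read from the fitted curve at half-maximal effect; % of control where 0% means no effect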
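His-tagged ERG Ets domain (1 uM in the protein solution; 300mM KCl, 50mM Tris-HCl, 1mM EDTA, 1mM DTT, pH 7.5) received compound, then a probe mix of 5 nM fluorescein-DNA and 100nM Texas-615-DNA. Fluorescence polarization was read for both dyes.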
LDHA inh = blocks human lactate dehydrogenase A | P00338 | purified LDHA, NADH/diaphorase-resazurin fluorescence; stronger effect = lower value | activity change, % (values are at about 110 or 230 µM) | 480,000 tested, 0.15% active | AID 1347041; in the data active = activity change below about -30%; inconclusive = mostly about -25% to -30%;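 also: plate controls were DMSO wells for no effect and wells without enzyme for full effect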
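LDH5 2 nM; NADH 0.06 mM, pyruvate 0.2 mM; 200 mM Tris pH 7.4, EDTA, Tween-20; 5 min RT. Detection: diaphorase 0.133 mg/mL + resazurin 37 µM, fluorescence ex540/em590 at 0 and 20 min; normalized to enzyme-free and DMSO wells.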
Apoferritin bind = candidate novel general anesthetic via apoferritin binding; AID 485281; apoferritin/1-aminoanthracene competitive binding, fluorescence; P02791; Potency, µM (highest dose often 77.5 µM), for inactives: at the highest dose activity change, negative = displacement, hits mostly inhibitors; 350,000 tested, 0.074% active; also: potency is read from the fitted curve at half-maximal effect; % is scaled to controls: 0 for no effect and ±100 for the full control effect; nearly all actives have a fitted effect of over 20% in size
Target sequence (P02791 2-175 limits assumed): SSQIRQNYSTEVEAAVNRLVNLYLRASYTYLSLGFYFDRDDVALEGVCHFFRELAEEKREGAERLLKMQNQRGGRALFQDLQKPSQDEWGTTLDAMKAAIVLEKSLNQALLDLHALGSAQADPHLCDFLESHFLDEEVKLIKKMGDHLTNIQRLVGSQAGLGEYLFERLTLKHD
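In PBS, apoferritin at 10 uM is loaded with 1-AMA from a 50% saturated solution. After 10 min of compound exposure at ambient temperature, reduced 535 nm fluorescence indicates probe displacement.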
* = called active by the depositor; ? = inconclusive; · = not tested or not shown; & = joins results of further samples; [ ] = dose if it differs, or a comment. Unless noted, calls follow the shape of the dose curve; as a rule, active = well fitted curve in the direction sought with a large enough effect; inconclusive = small, poorly fitted or top-dose-only effect, or another doubt; inactive = no such curve, though single readings can be large; an effect the other way counts as inactive or inconclusive.

cpd	molecule	RGS4 inh	APE1 inh	12-LOX inh	Pol eta inh	Pol kappa inh
1	C/C(=N\NC(=O)OC(C)(C)C)c1ccc[nH]1	-28%	?	-2%	-19%	4%
2	CS(=O)(=O)Nc1ccc(OCc2ccccc2)cc1	16%	0%	16%	7%	-11%
3	O=S(=O)(c1ccc(Br)c2ccccc12)N1CCCC1	11%	-10%	13%&20%	-1%	-7%
4	COc1ccc(NC(=O)CSc2nc3nc(C)c(Cc4ccccc4Cl)c(C)n3n2)cc1OC	6%	·	-20%	-22%	-10%[60.1 µM]
5	Cc1ccc(C(=O)N/C(=C/c2cccs2)C(=O)N2CCCCC2)cc1	13%	15%	4%	-1%	1%
6	CCN(CC)S(=O)(=O)c1nnc(NC(=O)c2ccc(C(C)C)cc2)s1	-8%	·	-2%	11%	0%
7	Cc1ccc(C(=O)CCNc2ccc(Cl)cc2)o1	0%	-4%	17%	-15%	-7%
8	Cc1c(C(=O)O)c(C(=O)O)c2n1CCS2	11%	-7%	0%	-3%	-4%
9	O=C(Nc1ccc2c(c1)OCCO2)c1c(F)c(F)c(F)c(F)c1F	5%	-3%	0%	-4%	-15%
10	c1ccn(-c2ccc(-c3ccn[nH]3)cc2)c1	13%[56.9 µM]	-5%	1%	-19%	-15%

cpd	Pol beta inh	ERG Ets-DNA blk	LDHA inh	Apoferritin bind
1	2%	-2%	-1	-8%
2	28%	-9%	-15	?
3	3%	8%	-8&0	-22%
4	0%	1%	0	?
5	33%	16%	-7	-10%
6	19%	2%	-3	-15%
7	0%	-1%	-3	-8%
8	12%	-1%	-4	-4%
9	12%	-2%	1	-8%
10	-14%	-5%	-14	-6%

New compounds follow:
cpd	molecule	RGS4 inh	APE1 inh	12-LOX inh	Pol eta inh	Pol kappa inh
11	COc1ccc(NC(=O)c2c(C)oc3ccc(O)c(CN4CCN(Cc5ccccc5)CC4)c23)cc1Cl	13%	·	?	-19%	9%
12	O=C(NCC(F)(F)F)N1CCOCC1	-26%	2%	3%	-10%	-12%
13	CCOC(=O)c1cc(-c2ccc(OC)cc2)nc2c1c(C)nn2CCC#N	4%	13%	-9%	-18%	-10%
14	CC1=CC(C)[C@H](/C=N/n2c(=O)[nH]c3c([nH]c4ccc(C)cc43)c2=O)C(C)C1 (some centres undefined)	0%	1%	7%	-18%	4%
15	CCOc1cc(C(=O)Nc2cc(F)ccc2C)ccc1OCC(=O)N1CCOCC1	-5%	23%	188%[activator]	-6%	14%
16	COc1ccc(/C(O)=C2\C(=O)C(=O)N(c3cc(C)on3)C2c2ccccc2OC)cc1C (centres undefined)	27%	6%	?	5%	-16%
17	COc1cc(OC)cc(C(=O)N[C@H](C(=O)OCC(=O)c2ccc(F)cc2)C(C)C)c1	2%	-2%	2%	-22%	-12%
18	COc1cccc(C(=O)OC(C)CN2CCCC2)c1 (centres undefined)	14%	-1%	0%	-3%	-3%
19	Cc1cc(C)cc(N(C(C)C(=O)Nc2c(C)n(C)n(-c3ccccc3)c2=O)S(C)(=O)=O)c1 (centres undefined)	-2%	1%	0%	-11%	-10%
20	Oc1c(C=NCc2ccccc2)sc2ccccc12	3%	0%	-7%	-8%	-4%

cpd	Pol beta inh	ERG Ets-DNA blk	LDHA inh	Apoferritin bind
11	5%	-2%	-1	-6%
12	8%	0%	-9	3%
13	-1%	-7%	0	-20%
14	-22%	-1%	-5	-9%
15	·	-11%	1	·
16	18%	-9%	-2	-22%
17	15%	0%	0	-18%
18	5%	2%	0	-5%
19	13%	-7%	-8	-8%
20	5%	1%	-10	?

(listing goes on)
cpd	molecule	RGS4 inh	APE1 inh	12-LOX inh	Pol eta inh	Pol kappa inh
21	CCC(=O)Nc1nnc(SCc2ccccc2F)s1	7%	4%	-2%	3%	4%
22	O=C(Cc1nc(-c2ccc([N+](=O)[O-])cc2)cs1)Nc1ccccc1	16%	-5%	8%	-12%	-4%
23	CC(=O)Nc1ccc(C(=O)CSc2nnc3cc(C)c4ccccc4n23)cc1	6%	·	-6%	-25%	-6%
24	Cc1cc(C(=O)N2CCN(S(=O)(=O)c3ccccc3F)CC2)c(C)o1	-43%	1%	0%	-18%	-13%
25	CCN(Cc1ccccc1)C(=O)CN1C(=O)c2ccccc2C1=O	-26%[56.9 µM]	4%	0%	-15%	8%
26	COc1cccc(-n2c(-c3ccco3)nc3nc4ccccc4nc32)c1	-17%	5%	-5%	-5%	12%
27	COC(=O)c1nnn(-c2ccc(Cl)c(Cl)c2)c1C(=O)OC	-21%	-2%	11%	-12%	0%
28	O=C(OCc1nc2ccccc2s1)c1cc2ccccc2oc1=O	·	-4%	-7%	·	·
29	O=C(NC(Cc1ccccc1)C(=O)O)/C(=C/c1ccc([N+](=O)[O-])cc1)NC(=O)c1ccccc1 (centres undefined)	-14%	74%[activator]	-42%	-13%	-1%
30	COC(=O)C1CCN(C(=O)COC(=O)Cn2cnnn2)CC1	10%[11.4 µM]	17%	·	-1%	-3%

cpd	Pol beta inh	ERG Ets-DNA blk	LDHA inh	Apoferritin bind
21	4%	1%	-10	-16%
22	13%	-4%	-1	?
23	-18%	-8%	2	-5%
24	-28%	-4%	-6	-9%
25	-17%	?	2	-13%
26	-10%	6%	-1	1%
27	1%	4%	3	-7%
28	23%	·	·	-8%
29	3%	-4%	-4	-7%
30	19%	1%	-7	-9%

Other compounds.
cpd	molecule	RGS4 inh	APE1 inh	12-LOX inh	Pol eta inh	Pol kappa inh
31	Cc1cc2ccccc2c(=O)n1CC(=O)NCC(=O)N1CCN(c2cccc(Cl)c2)CC1	4%	-1%	-3%	5%	-4%
32	c1ccc(CSc2ncnc3c2cnn3-c2ccccc2)cc1	2%	-1%	8%	-17%	-4%
33	CSC1=NCCN1S(=O)(=O)c1ccc(F)cc1	-10%	3%	0%	-3%	-2%
34	CCOc1cccc2cc(-c3cn4c(n3)sc3cc(C)ccc34)c(=O)oc12	40%	·	?	1%	-6%[60.1 µM]
35	CC(C)Nc1ncnc2c1cnn2Cc1ccc(Cl)cc1	-12%	43%	?	-21%	-10%
36	CC1Sc2ccc(Cl)cc2-c2nc(N)ncc21 (centres undefined)	26%	-3%	-12%	-8%	-10%
37	CCc1ccc(NC2=NC(C(=O)NC3CCCCC3)CC(=O)N2)cc1 (centres undefined)	-8%	-1%	-7%	-17%	-4%
38	CCOC(=O)c1cc(C(=O)OCC)c2cc(Br)ccc2n1	0%	-2%	?	-18%	-11%
39	Cc1ccc(C(=O)N/N=C\c2c(C)nn(-c3ccccc3)c2Cl)cn1	-19%	10%	11%	-5%	-6%
40	CC(C)(C)n1cnc2cc(NC(=O)c3ccc(Cl)cc3)ccc21	6%	21%	9%	-3%	-4%

cpd	Pol beta inh	ERG Ets-DNA blk	LDHA inh	Apoferritin bind
31	3%	-13%	-2	-9%
32	-27%	6%	-13	1%
33	23%	-13%	-2	1%
34	50%	-14%	-6	7%
35	10%	5%	-6	-2%
36	-22%	-11%	-8	?
37	1%	6%	-10	-13%
38	-30%	3%	3	-21%
39	-2%	-4%	-3	-7%
40	34%	-5%	-3	-5%

Reprinted from the part before: four compounds, then new ones.
cpd	molecule	RGS4 inh	APE1 inh	12-LOX inh	Pol eta inh	Pol kappa inh
37	CCc1ccc(NC2=NC(C(=O)NC3CCCCC3)CC(=O)N2)cc1 (centres undefined)	-8%	-1%	-7%	-17%	-4%
38	CCOC(=O)c1cc(C(=O)OCC)c2cc(Br)ccc2n1	0%	-2%	?	-18%	-11%
39	Cc1ccc(C(=O)N/N=C\c2c(C)nn(-c3ccccc3)c2Cl)cn1	-19%	10%	11%	-5%	-6%
40	CC(C)(C)n1cnc2cc(NC(=O)c3ccc(Cl)cc3)ccc21	6%	21%	9%	-3%	-4%
41	Cc1ccc(C(=O)Nc2nnc(Cc3ccccc3)s2)cc1	29%	27%	-5%	-1%	-5%
42	CCOC(=O)c1ccc(N2C(=O)CC(N(C)Cc3ccccc3)C2=O)cc1 (centres undefined)	1%	-1%	14%	0%	-1%
43	O=C(CN1C(=O)c2ccccc2C1=O)Nc1cccc(S(=O)(=O)Nc2ccccc2Cl)c1	2%	-5%	-25%	-13%	-8%
44	COc1cccc(-c2cc(C(F)(F)F)nc(N3CCOCC3)n2)c1	19%	-2%	64%[activator]	-12%	-21%
45	CCCCNC(=O)n1c(SC)nc2ccccc21	12%	18%	0%	7%	-6%
46	O=C(CSc1nc2ccccc2s1)NNC(=O)Nc1ccc(Cl)c(Cl)c1	12%	3%	-14%	7%	-7%
47	CC(CC(=O)NC1CCCC1)c1ccccc1 (centres undefined)	3%	1%	5%	-3%	-1%
48	c1ccc2cc3c(NCCN4CCOCC4)ccnc3cc2c1	-6%	-1%	-13%	-2%	-23%

cpd	Pol beta inh	ERG Ets-DNA blk	LDHA inh	Apoferritin bind
37	1%	6%	-10	-13%
38	-30%	3%	3	-21%
39	-2%	-4%	-3	-7%
40	34%	-5%	-3	-5%
41	24%	-7%	-4	-1%
42	7%	-2%	-9	-2%
43	2%	-2%	-8	-12%
44	8%	-11%	-1	-11%
45	4%	-4%	-18	-8%
46	-10%	-13%	9	-23%
47	25%	-1%	-4	-8%
48	14µM*	0%	13	112%[activator]

Not all compounds are listed; count on the stated rates, not on these rows.
